MEKK2 mut-MEK5: signal of MEK5 binding to mutant human MEKK2 PB1 domain; AID 1530; bead flow cytometry, Alexa488-MEK5 binding to MEKK2 mutant; 290,000 compounds, 0.35% hits; percent response, % at 10 µM; in the data active = percent response above about 24%, passing the limit was not always enough; also: inactives centre near 1; some results filed as inactive read as strong as hits
MEKK3 PB1 HTS: MEKK3-MEK5 PB1 interaction, increase or decrease. 290,000 compounds, 1.4% hits. Q99759. binding response (% of control), % at 10 µM. bead-based flow cytometry, Alexa488-MEK5 binding to MEKK3; actives lie on both sides; 0 = blocked by unlabeled MEK5, 100 = vehicle;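 active = binding response more than 3 SD above or below the average of its plate-row segment, actives on both sides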;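 also: Alexa488 bead fluorescence after subtracting the streptavidin-only scavenger bead signal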
Target sequence (Q99759 whole entry, looked up): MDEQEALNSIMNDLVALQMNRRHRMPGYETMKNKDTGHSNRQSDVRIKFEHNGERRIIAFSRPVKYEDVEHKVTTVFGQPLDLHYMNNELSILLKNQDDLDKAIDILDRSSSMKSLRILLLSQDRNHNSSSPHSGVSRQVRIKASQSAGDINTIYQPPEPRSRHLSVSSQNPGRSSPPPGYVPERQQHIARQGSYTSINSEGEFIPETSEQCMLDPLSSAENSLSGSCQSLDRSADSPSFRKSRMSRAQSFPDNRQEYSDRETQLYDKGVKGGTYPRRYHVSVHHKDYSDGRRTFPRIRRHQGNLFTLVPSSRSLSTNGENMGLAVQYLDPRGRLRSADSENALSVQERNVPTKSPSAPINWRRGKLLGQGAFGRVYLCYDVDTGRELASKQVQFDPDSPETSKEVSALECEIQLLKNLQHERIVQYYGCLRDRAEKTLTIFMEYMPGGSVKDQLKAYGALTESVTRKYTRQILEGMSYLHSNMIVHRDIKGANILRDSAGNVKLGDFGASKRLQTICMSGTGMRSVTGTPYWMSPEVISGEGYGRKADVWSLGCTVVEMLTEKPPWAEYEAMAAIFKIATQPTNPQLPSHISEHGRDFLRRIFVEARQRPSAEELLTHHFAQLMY
CRFR2-BP antag: antagonists of CRF-binding protein/CRF-R2 receptor complex; 350,000 compounds, 0.59% hits; HEK293 CRF-R2/CRF-BP, CRF-induced calcium fluorescence; inhibition, % at 11.8 µM; AID 588475;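 active = inhibition of the ligand-induced calcium signal above about 50% at the single tested concentration, limit read from the data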
UBC9 SUMO inh: inhibitors of human SUMOylation (UBC9). HTRF SUMOylation assay, SAE1/SAE2 + UBC9, in vitro. P63279. inhibition, % at 35 µM. AID 2006. 290,000 compounds, 0.36% hits; in the data active = inhibition above about 50%, passing the limit was not always enough; also: strong numbers were not always called active
Target sequence (P63279 whole entry, looked up): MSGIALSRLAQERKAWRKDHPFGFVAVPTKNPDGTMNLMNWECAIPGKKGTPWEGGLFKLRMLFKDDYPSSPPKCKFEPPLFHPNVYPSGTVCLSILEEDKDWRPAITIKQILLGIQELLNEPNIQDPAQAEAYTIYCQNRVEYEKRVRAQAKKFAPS
CRFBP-R2 agonist: agonists of human CRF-binding protein/CRF-R2 receptor complex; HEK293 CRF-R2/CRF-BP, calcium dye fluorescence (FLIPR); percent of saturating CRF peptide response; activation, % at 13.2 µM; 350,000 compounds, 0.46% hits;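 active = activation of at least 50%, plus an integration ratio under a set limit after plate pattern correction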;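 also: plate controls were neutral control wells without compound for no effect and CRF at EC100 for full effect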
FID counter: counter-screen for HCV NS3 helicase inhibitors: DNA intercalator displacement; DNA fluorescent intercalator displacement, fluorescence; inhibition, % at 7.9 µM; 290,000 compounds, 0.17% hits; in the data active = inhibition above about 37%;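 also: 0% = vehicle and 100% = reference compound; higher means more ethidium bromide displaced from hairpin DNA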
GalR3 antagonist: human GalR3 antagonism | HEK293 GalR3-CNG cAMP membrane potential fluorescence; galR3 body fused to GalR1 C-terminus | 360,000 compounds, 0.44% hits | inhibition, % at 3 µM | AID 651719;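 active = inhibition above the screen-wide average plus 3 SD, cut at about 13% in these data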;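 also: forskolin and galanin both at EC90 stimulate the cells; cAMP rise reported by CNG channel membrane potential dye signal; 0% = forskolin plus galanin with DMSO and 100% = forskolin alone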
Target sequence (O60755 1-299 limits assumed): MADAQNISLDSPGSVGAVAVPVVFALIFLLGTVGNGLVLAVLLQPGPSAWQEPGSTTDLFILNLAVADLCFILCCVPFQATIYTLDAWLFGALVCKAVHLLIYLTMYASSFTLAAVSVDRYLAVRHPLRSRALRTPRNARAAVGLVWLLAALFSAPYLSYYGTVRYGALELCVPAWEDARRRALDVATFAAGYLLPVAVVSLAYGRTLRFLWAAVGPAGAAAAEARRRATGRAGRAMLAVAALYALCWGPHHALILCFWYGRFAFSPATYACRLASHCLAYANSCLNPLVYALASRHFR
NS3 helicase inh: HCV NS3 helicase inhibition | NS3 helicase DNA unwinding, Cy5 molecular beacon fluorescence | inhibition, % at 10.9 µM | 290,000 compounds, 0.56% hits;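 active = inhibition above the mean of all tested compounds plus 3 SD, set per campaign, cut at about 35% in these data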;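 also: 0% = DMSO wells and 100% = thioflavine S control wells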
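System: NS3 helicase fragment of HCV / Schedule: 1 h at 25 °C / Control set: DMSO alone as 0% and 110 µM thioflavine S as 100% / Reagent: Cy5/quencher beacon DNA duplex and ATP to start / Technique: Cy5 fluorescence / Replication: singlicate / Evaluation: % inhibition of end-to-start signal ratio versus controls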
MEKK2wt PB1 HTS: raises or lowers MEK5 binding to wildtype human MEKK2 PB1 domain | binding response (% of control), % at 10 µM | bead flow cytometry, Alexa488-MEK5 binding to MEKK2 WT; actives lie on both sides | 290,000 compounds, 1.1% hits; in the data active = binding response below about 67% or above about 130%
Numbers without * were called inactive; i = inactive; x = no result given; [ ] = another dose, or the depositor's remark.

SMILES	MEKK2 mut-MEK5	MEKK3 PB1 HTS	CRFR2-BP antag	UBC9 SUMO inh	CRFBP-R2 agonist	FID counter	GalR3 antagonist	NS3 helicase inh	MEKK2wt PB1 HTS
O=C(COC(=O)CCN1C(=O)c2cccc([N+](=O)[O-])c2C1=O)NCc1ccccc1	0	101	48	5	-0.9	1	-1	13	97
COc1ccc(NC(=O)Cc2nnc(SCC(=O)c3ccc(F)cc3)n2C)cc1	1	102	0	25	0.4	-18	-6	-6	100
COc1cc(C(=O)NCCC(C)C)c([N+](=O)[O-])cc1OC	-14	88	3	-7	-1.4	1	-6	-4	83
O=C(NCc1cccs1)c1ccncc1	3	98	5	-21	-0.5	1	-1	-11	102
COc1ccc(CNC(=O)C2CCC(CNc3c(N4CCC(C)CC4)c(=O)c3=O)CC2)cc1 (centres undefined)	-20	87	-4	10	-1.8	-37	-3	5	90
CCOC(=O)c1oc2ccccc2c1NC(=O)Cc1cccs1	4	99	-7	22	-0.3	-1	-5	6	96
NC(=O)c1ccc2c(=O)n3c(-c4cc(Cl)c(N)c(Cl)c4)csc3nc2c1	1	99	0	19	0.8	x	0	x	93
CC1(C)C(=O)Nc2ccccc2N1C(=O)CSc1nc(-c2ccccc2)cs1	2	105	1	13	1.2	-4	-2	6	102
O=C(CCC(=O)c1ccc(F)cc1)Nc1cccc(C(F)(F)F)c1	-2	98	-26	-24	1.6	-1	-5	-4	101
COc1ccc(CN2CCCC(N3CCN(c4ccc(OC)cc4)CC3)C2)cc1 (centres undefined)	7	108	4	14	2.3	4	-11	-1	110
CO/N=C(\c1nonc1N)N1CCN(c2ccc(Cl)cc2[N+](=O)[O-])CC1	x	x	-43	-8	1.2	-3	-4	-8	x
Cc1ccc2nc(/C(C#N)=C\c3ccc(OC(=O)c4cccs4)cc3)[nH]c2c1	5	103	-27	46	1.1	-5	-4	-9	97
Cc1cccn2c(/C=N/OCc3cccc(F)c3)c(-c3ccc(Cl)cc3)nc12	-12	76	95*	-7	-2.8	-1	4	-8	86
O=C1CC(c2c(F)cccc2Cl)C(n2cncn2)C(O)=C1C1NCCc2ccccc21 (centres undefined)	-1	99	9	17	0.5	-49	-5	8	98
O=C1C2C3C=CC(C3)C2C(=O)N1CCCO (centres undefined)	2	97	69*	-1	0.4	-1	-6	2	99

Next section (4 carried over from the part before).
SMILES	MEKK2 mut-MEK5	MEKK3 PB1 HTS	CRFR2-BP antag	UBC9 SUMO inh	CRFBP-R2 agonist	FID counter	GalR3 antagonist	NS3 helicase inh	MEKK2wt PB1 HTS
Cc1ccc2nc(/C(C#N)=C\c3ccc(OC(=O)c4cccs4)cc3)[nH]c2c1	5	103	-27	46	1.1	-5	-4	-9	97
Cc1cccn2c(/C=N/OCc3cccc(F)c3)c(-c3ccc(Cl)cc3)nc12	-12	76	95*	-7	-2.8	-1	4	-8	86
O=C1CC(c2c(F)cccc2Cl)C(n2cncn2)C(O)=C1C1NCCc2ccccc21 (centres undefined)	-1	99	9	17	0.5	-49	-5	8	98
O=C1C2C3C=CC(C3)C2C(=O)N1CCCO (centres undefined)	2	97	69*	-1	0.4	-1	-6	2	99
COc1ccc(C(C)(C)C)cc1NC(=O)CCCn1c(=O)oc2ccccc21	0	106	-44	-8	8.4	-31	-4	-6	95
O=C(CSc1nc2ccccc2n1CC(=O)N1CCCC1)N1CCN(C(=O)c2ccco2)CC1	-5	85	4	10	4.7	-17	-11	2	91
Fc1cc(F)c2nc(N3CCOCC3)sc2c1	9	101	5	4	0.3	0	-8	2	110
O=C(CN1CCN(Cc2cccc3ccccc23)CC1)NCCc1ccccc1	1	103	0	0	-0.7	-8	-10	-7	101
Cc1nnc(NC(=O)C(C)Sc2nnc(-c3ccco3)n2C)s1 (centres undefined)	4	99	-2	12	-0.2	-11	-10	13	96
COc1ccc(C(=O)Nn2c(C)nc3ccccc3c2=O)c(OC)c1	12	107	-3	2	-0.6	-5	0	-9	102
CC(C)(C)N(NC(=O)Nc1ccccc1)C(=O)c1ccccc1Cl	5	102	29	5	-1.8	-2	-2	5	102
CN(Cc1cccnc1)C(=O)CC1C(=O)NCCN1Cc1ccc(-c2ccccc2)cc1 (centres undefined)	-41	95	2	11	0.3	-26	-1	-3	105
CCCn1c(O)c(CN2CCCCC2)c(C)c(C#N)c1=O	0	100	-9	37	11	-13	-3	16	100
Cc1cnc(C(=O)NCCc2ccc(S(=O)(=O)NC(=O)NC3CCCCC3)cc2)cn1	2	84	i	-8	i	-12	-2	0	99
O=Cc1cn(CCC(=O)O)nc1-c1cc2ccccc2o1	-1	102	2	3	0.0	-6	-6	4	99
O=C(CC(Cc1ccccc1)c1ccco1)NC1CCCCC1 (centres undefined)	-3	100	24	14	0.0	-25	-4	2	100
CCOc1ccc(Cl)cc1S(=O)(=O)NCc1cccnc1	-1	101	-4	9	0.0	1	0	1	94
CC(C)CNC(=O)C1CCCN(S(=O)(=O)c2ccc(-n3cnnn3)cc2)C1 (centres undefined)	x	x	-8	4	1.4	-2	-4	1	x
CCOC(=O)c1c(C)[nH]c(C(=O)Nc2ccc(C)c(Cl)c2)c1C	-3	95	x	-4	x	0	x	-7	96
CC(=O)N1Cc2ccccc2CC1C(=O)N1CCN(c2ccccc2)CC1 (centres undefined)	-5	97	5	6	-0.6	-18	1	5	93
CC1=NN(c2ccc(C)cc2C)C(=O)C1C(c1cccc(O)c1)C1C(=O)N(c2ccc(C)cc2C)N=C1C (centres undefined)	-1	97	-22	79	-1.1	-13	7	-6	97
Cc1ccc(NC(=O)CCN2CCOCC2)cc1C	1	102	4	1	1.4	-4	-10	4	105
Cc1ccc(C(=O)NN2CCOCC2)cc1	-5	94	-5	9	1.2	-1	-2	-8	96
O=C(O)CSc1nnc(COc2ccccc2)n1-c1ccccc1	9	102	0	14	-0.1	-26	-8	-4	100
N/C(=N\OC(=O)CCCc1ccccc1)c1ccccc1Cl	1	101	-4	2	-0.4	-27	3	4	100
Cc1cccc(N2CCN(C(=O)CCC(=O)N3Cc4ccccc4Oc4ncccc43)CC2)c1C	3	103	-1	-12	-1.3	-54	-4	-32	101
CCOC(=O)c1c(NC(=O)CN2CCCCC2)sc2c1CCN(C(=O)OCC)C2	0	101	-20	-16	-0.5	-21	-11	-17	96
CNc1nc(Oc2ccc(=O)n(C)n2)nc(N2CCOCC2)n1	5	100	9	-12	0.1	1	0	-3	103
O=C(O)C1CC=C(Cl)CC1C(=O)NC1CCCCC1 (centres undefined)	4	103	0	0	1.2	-3	x	1	107
CC(C)Cn1nc(NC(=O)c2cccs2)c2cc3ccccc3nc21	-6	96	-10	29	4.6	-8	-4	-1	95
CCO/C(C)=N/n1c2nc3ccccc3nc2c2c(=O)n(Cc3ccccc3Cl)c(C)nc21	2	104	2	16	1.7	0	-2	6	103
COC(C(=O)Nc1ccc(S(=O)(=O)N2CCCCC2)cc1)c1ccccc1 (centres undefined)	5	101	-24	11	4.1	-24	-8	-3	100
Cc1ccc2cc(C#N)c(N3CCCN(S(=O)(=O)c4ccccc4)CC3)nc2c1	-6	92	4	17	1.3	6	-4	14	86
CC(C)c1ccc(NC(=O)C2CCCN(S(=O)(=O)c3ccc4c(c3)C(C)(C)C(=O)N4C)C2)cc1 (centres undefined)	-4	102	14	-12	-1.0	-48	0	-7	97

Structures above that bear a hit mark in CRFR2-BP antag:
Molecule,MEKK2 mut-MEK5,MEKK3 PB1 HTS,CRFR2-BP antag,UBC9 SUMO inh,CRFBP-R2 agonist,GalR3 antagonist,NS3 helicase inh,MEKK2wt PB1 HTS
Cc1cccn2c(/C=N/OCc3cccc(F)c3)c(-c3ccc(Cl)cc3)nc12,-12,76,95*,-7,-2.8,4,-8,86
O=C1C2C3C=CC(C3)C2C(=O)N1CCCO (centres undefined),2,97,69*,-1,0.4,-6,2,99

New compounds follow:
SMILES	MEKK2 mut-MEK5	MEKK3 PB1 HTS	CRFR2-BP antag	UBC9 SUMO inh	CRFBP-R2 agonist	FID counter	GalR3 antagonist	NS3 helicase inh	MEKK2wt PB1 HTS
COC(=O)c1ccccc1NC(=O)CCc1ccccc1	-2	99	8	14	0.2	-1	-2	-2	98
Cc1cc(C(=O)N2CCC(C)CC2)on1	-3	100	-6	15	-0.4	1	3	3	96
O=C(COC(=O)C1CCN(C(=O)c2ccc(Cl)cc2)CC1)NC1CCS(=O)(=O)C1 (centres undefined)	0	101	-16	2	0.2	-1	-4	-4	104
O=C(O)c1ccc(NC(=O)C(c2ccccc2)c2ccccc2)cc1	2	106	-1	-2	1.4	-15	-1	4	105
Cc1ccc2ncnc(NCCC(=O)O)c2c1	2	98	3	-2	-1.9	3	-1	11	95
CC(C)NC(=O)CCN1C(=O)c2ccccc2Sc2ncccc21	15	110	7	8	-0.6	-12	-12	27	111
Nc1nonc1-c1noc(-c2ccccc2)n1	4	101	24	-11	1.4	2	-5	7	98
CN(C(=O)COC(=O)CNC(=O)CNC(=O)c1ccc(Cl)cc1Cl)c1ccccc1	1	101	12	15	3.1	-16	-4	7	101
COC(=O)c1ccc(CNC(=O)C2CCC(=O)N(C3CCCCCC3)C2)cc1 (centres undefined)	1	101	-9	x	0.4	-38	-2	3	101
COc1ccc(C(=O)c2coc3ccc(O)cc23)cc1	9	109	3	2	-0.6	-10	-9	-3	111
COc1cccc(NS(=O)(=O)c2csc(C(N)=O)c2)c1	7	103	-8	3	-0.3	-5	-12	2	101
CS(=O)(=O)N1CCN(c2ccc(NC(=O)c3cccnc3Cl)cc2)CC1	-20	1.0*[inhibitor]	-3	-3	3.8	2	-8	-2	-3.0*[inhibitor]
CCN(C(=O)/C=C/c1ccc2c(c1)OCO2)c1ccccc1	1	98	2	-4	-9.9	-21	0	0	97
Cc1ccccc1C(=O)NN(C)c1nc2ccccc2nc1C(F)(F)F	21	104	-6	5	0.6	-1	1	8	107
Cc1ccccc1-n1ccnc1SCC(=O)NC1CCCC1	-1	99	-12	0	-0.6	-23	-6	6	99
CCCOc1ccc(N2C(=O)CC(N(Cc3ccc(OC)cc3)C(=S)Nc3ccccc3)C2=O)cc1 (centres undefined)	-2	95	-16	-6	3.9	0	-9	-5	101
O=C(/C=C/c1cccs1)N1CCN(c2ccccc2F)CC1	-2	108	20	5	-2.6	-17	-4	-7	107
O=C(Nc1ccccc1C(=O)NCCCn1ccnc1)c1ccc(Cl)cc1Cl	3	92	-14	-4	2.1	4	-1	-8	102
COC(=O)c1cn(C(=O)c2cc(OC)cc(OC)c2)c2ccccc12	2	111	7	-1	0.7	-4	-5	1	109
CCn1c(SCC#N)nc2c(c1=O)C1(CCCC1)Cc1ccccc1-2	-9	93	-4	1	0.1	-3	-5	-3	95
CCOc1ccccc1N(CC(=O)N/N=C/c1cc(Br)ccc1OC)S(C)(=O)=O	3	109	-11	38	1.0	-26	-2	-1	102
CCCCC(=O)N/N=C/c1sccc1C	0	97	7	-4	1.9	-4	-4	-5	101
C[N+]1(CCn2ccc3ccccc32)CCCCC1	-12	100	-2	-1	-0.3	0	-5	1	90
COc1ccc(CCNC(=O)CCSc2nc(-c3ccco3)cc(C(F)(F)F)n2)cc1	1	102	15	13	6.6	-4	0	3	99
COc1ccc(CCn2c(C)cc(C(=O)COC(=O)c3ccc(NC(=O)CC#N)cc3)c2C)cc1	1	102	-3	40	-0.4	-40	x	21	103
CCN(CC(=O)NC(C)C)C(=O)CCNC(=O)c1ccc(Cl)cc1	0	102	7	4	-0.1	-2	-7	-4	101
CNc1cc(CS(=O)c2ccccc2)nc(-c2ccccc2)n1 (centres undefined)	-6	97	-23	6	-2.1	-4	-5	-6	96

A portion of the library; count on the stated rates, not on these rows.
